Source: PubChem
HCT116 bCat-KO – primary screen for growth suppressors in beta-catenin knockout HCT116 cells (colon tumor, human); HCT116 beta-catenin knockout viability, CellTiter-Glo, 60 h; hits give low values; 140,000 compounds, 1.5% hits; viability, % at 10 µM; AID 818, 2007;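 active = viability at or under a set limit, the compound median less 4 SD, cut at about 6% in these data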;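 note: 0% = Hyamine 1622 control at 20 µM and 100% = untreated cell control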
Yeast lifespan up – compounds extending yeast replicative lifespan, primary screen, S. cerevisiae, OD615 | AID 775, 2007 | S. cerevisiae growth with nicotinamide; deaD strain in restrictive glucose medium | 130,000 compounds, 0.68% hits | inhibition of the nicotinamide effect, % at 10 µM;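 active = inhibition above a set limit, placed 3 SD over the median of all compounds, cut at about 26% in these data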;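 note: 0% = nicotinamide-treated wells and 100% = cells grown without nicotinamide; some compounds called inactive have numbers as strong as hits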
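assay system = DeaD-strain S. cerevisiae | measured by = absorbance at 615 nm | probe or stimulus = nicotinamide 1.5 mM | buffer or medium = CSMM-D glucose medium, restrictive | times = 48 h at 30 °C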
MRP1 act – H69AR viability gain despite doxorubicin, primary screen, MRP-1 activator project, H69AR cells, CellTiter-Glo. viability rescue. viability increase, % at 10 µM. 140,000 compounds, 0.61% hits;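 active = viability gain under doxorubicin at or above a set limit, the compound median plus 3 SD, cut at about 4.7% in these data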;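 note: MRP-1 overexpressing cells given doxorubicin 25 µM after compound pretreatment; 18-22 h compound pretreatment then 72 h with doxorubicin before readout; 0% = doxorubicin-only wells and 100% = vehicle-treated cells without doxorubicin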
NPY-Y2 antag – NPY-Y2 receptor antagonists, primary screen, cell-based; Neuropeptide Y receptor type 2 (Homo sapiens), P49146; NPY-Y2 expressing cells, antagonist mode; inhibition, % at 2.7 µM; 140,000 compounds, 0.99% hits; in the data active = inhibition above about 17%;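 note: 0% = vehicle with agonist challenge and 100% = reference antagonist with challenge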
Target sequence (P49146 whole entry, looked up): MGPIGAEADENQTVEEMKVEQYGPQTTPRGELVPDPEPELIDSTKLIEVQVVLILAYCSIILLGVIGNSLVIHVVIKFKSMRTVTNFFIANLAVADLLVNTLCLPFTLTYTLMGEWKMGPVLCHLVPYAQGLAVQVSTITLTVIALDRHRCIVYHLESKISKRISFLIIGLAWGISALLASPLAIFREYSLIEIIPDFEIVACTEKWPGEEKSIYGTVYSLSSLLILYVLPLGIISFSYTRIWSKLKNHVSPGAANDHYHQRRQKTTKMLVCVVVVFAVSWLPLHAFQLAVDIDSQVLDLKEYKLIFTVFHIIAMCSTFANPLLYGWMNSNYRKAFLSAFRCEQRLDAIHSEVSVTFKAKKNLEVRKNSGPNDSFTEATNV
Yeast growth inh – growth inhibitors of yeast BB579 in restrictive medium, primary screen, yeast lifespan-shortening project, S. cerevisiae | OD615, 48 h | inhibition, % at 10 µM | 140,000 compounds, 0.51% hits | AID 804, 2007;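 active = inhibition above a set limit, 3 SD over the mean compound inhibition, cut at about 44% in these data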; note: inactives centre near -24
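controls = amphotericin B 10 µg/mL, positive | assay system = DeaD yeast strain BB579 | schedule = 48 h compound exposure at 30 °C after 4 h preincubation | detection = OD615 turbidity measurement | medium = restrictive CSMM-D medium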
Phagocytosis inh – inhibitors of macrophage phagocytosis, primary screen, imaging, J774A.1 cells, IgG beads; 110,000 compounds, 0.07% hits; J774A.1 macrophage IgG-bead phagocytosis; inhibition, % at 5 µM; AID 1029, 2008;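 active = inhibition above the mean of the plate negative controls plus 5 SD, cut at about 13% in these data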;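 note: phagocytic index as fraction of beads internalized from green versus red external bead signal; plate controls were DMSO negative control for no effect and cytochalasin-D positive control for full effect; some results beyond the cut were filed as inactive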
GALR2 blocker – GALR2 antagonists in receptor-expressing cells, primary screen; antagonist mode; inhibition, % at 4 µM; 140,000 compounds, 0.39% hits; AID 828, 2007; in the data active = inhibition above about 27%;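 note: cells stimulated with galanin 1-16 at roughly its EC80; 0% = agonist challenge control and 100% = basal control without agonist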
Target sequence (O43603 whole entry, looked up): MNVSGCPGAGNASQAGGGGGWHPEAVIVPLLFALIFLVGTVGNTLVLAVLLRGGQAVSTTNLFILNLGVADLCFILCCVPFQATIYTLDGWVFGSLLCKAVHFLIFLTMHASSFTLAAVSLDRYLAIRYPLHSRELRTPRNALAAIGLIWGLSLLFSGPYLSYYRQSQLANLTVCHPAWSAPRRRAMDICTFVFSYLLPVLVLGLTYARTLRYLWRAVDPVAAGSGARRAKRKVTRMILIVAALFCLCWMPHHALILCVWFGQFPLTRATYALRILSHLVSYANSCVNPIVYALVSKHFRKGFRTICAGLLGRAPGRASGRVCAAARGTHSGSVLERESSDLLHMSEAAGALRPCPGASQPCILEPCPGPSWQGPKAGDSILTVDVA
E-sel TNF inh – E-selectin induction blockers in HUVEC – imaging, immunofluorescence, high content, primary screen; HUVEC TNFa-induced E-selectin immunofluorescence; inhibition, % at 2 µM; 120,000 compounds, 0.71% hits;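 active = inhibition above the batch mean plus 3 SD, and confirmed as a hit on visual image review, cut at about 43% in these data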;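 note: 0% = TNF-stimulated DMSO wells and 100% = unstimulated control wells; not every result past the cut was called active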
Measles CPE – compounds protecting cells from measles virus cytopathic effect, primary screen, measles RdRp inhibitor project, single point, MLSMR library, absorbance; AID 841, 2007; protection (pct of control), % at 4 µM; 140,000 compounds, 1.5% hits; Measles virus-infected cells, CPE protection; in the data active = protection mostly above about 24%, no sharp cut-off; inactive = mostly below about 26%; note: some compounds called inactive have numbers as strong as hits
PTEN del growth – growth suppression of PTEN-null HCT116, primary screen, cell-based, CellTiter-Glo | HCT116 PTEN-null viability, 60 h; hits give low values | viability, % at 10 µM | 140,000 compounds, 1.2% hits;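 active = viability at or below a set limit, 4 SD under the median of all tested compounds, cut at about 3.7% in these data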;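 note: PTEN knockout HCT116 line with beta catenin targeted HCT116 as companion control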
Active calls of the source: *; nt = not tested or not shown. Compounds were not picked by outcome. Share with any hit: about 6.1%.

Compound	HCT116 bCat-KO	Yeast lifespan up	MRP1 act	NPY-Y2 antag	Yeast growth inh	Phagocytosis inh	GALR2 blocker	E-sel TNF inh	Measles CPE	PTEN del growth
Cc1c(Cl)c([N+](=O)[O-])nn1CCCC(=O)Nc1sc2c(c1C#N)CCC2	94	-6	-2.0	0	-30	0	7	-35	7	91
O=C(O)CCCNc1ccc(S(=O)(=O)Nc2ccccc2C(=O)O)cc1C(=O)O	105	-1	1.5	-1	-3	0	3	nt	2	104
O=C(CCNC(=O)c1ccccc1Cl)Nc1nc(-c2ccc(F)cc2)cs1	75	-1	0.9	0	-11	-2	-9	-13	26	81
CC(=O)C1C(c2ccc(Cl)cc2)NC(=O)NC1(O)C(F)(F)F (centres undefined)	103	-10	-0.9	4	-57	0	-6	nt	4	102
CCOC(=O)N1CCN(C(=O)c2ccccc2NC(=O)COc2ccccc2C)CC1	71	-11	-2.0	1	10	-1	-1	-5	19	75
Cc1cc(C)cc(N(CC(=O)N2CCc3ccccc32)S(=O)(=O)c2c(C)noc2C)c1	87	-6	-3.3	2	-16	1	9	0	3	84
CCCNC(=O)C1CCN(S(=O)(=O)c2ccc3nc4c(c(C(=O)O)c3c2)CCCCC4)CC1	95	-2	0.8	0	-12	0	4	nt	10	96
COC(=O)c1cccc(S(=O)(=O)N(Cc2ccco2)Cc2cc3ccc(OC)cc3[nH]c2=O)c1	90	-5	-3.0	4	-14	-1	-8	nt	11	105
CCc1cc2c(NCC(=O)O)ncnc2s1	96	-4	0.0	1	-40	0	22	nt	28	94
COc1ccc(Cc2nnc(NC(=O)c3ccc(Cl)c([N+](=O)[O-])c3)s2)cc1	90	-10	-0.2	5	-26	nt	1	-9	5	85
CCCC(=O)n1nc(-c2cccnc2)nc1N	89	-21	0.8	-1	4	nt	0	-5	30	95
Cn1c(-c2c(N)n(CCCc3ccccc3)c3nc4ccccc4nc23)nc2ccccc21	53	-13	-2.8	-1	-74	-4	38*	-11	0	43
Cc1cc(N/C=C2\CCCCC2=O)no1	99	-11	-2.4	0	17	nt	-20	8	9	101
COC(=O)c1[nH]c2ccccc2c1NC(=O)c1ccccc1[N+](=O)[O-]	94	6	-1.5	3	-31	-2	6	nt	7	85
COc1ccccc1/C=C/CN1CC(C)OC(C)C1 (centres undefined)	83	10	-2.8	0	-50	0	11	-8	24	92
Cc1cc(C)n(Cc2ccc(C(=O)O)cc2)n1	85	-6	0.8	2	6	-1	2	3	16	96
Cc1cc2cc(CCNS(C)(=O)=O)c(=O)[nH]c2cc1C	101	7	-1.9	-1	-25	nt	-2	-3	29	102
CP(=O)(COC(=O)c1ccccc1)COC(=O)c1ccccc1	103	-1	-0.3	1	-67	2	12	nt	19	115
CCOc1ccccc1C(=O)N(CN1CCCC1=O)c1ccc(C)c(Cl)c1	74	-14	-3.6	2	-8	-3	2	nt	16	87
COCCNc1nc(N)c([N+](=O)[O-])c(NCCO)n1	98	-4	1.3	2	-22	-4	-11	nt	4	100
Cc1nn(C)c(C)c1NC(=O)CSc1nnc(C)n1-c1ccccc1	94	-5	-1.7	2	-31	-1	4	-27	6	106
O=C(O)C1CC(=O)N(C2CCCCC2)C1c1ccccc1 (centres undefined)	96	1	-1.4	3	-8	nt	-12	3	2	90
COCCNC(=O)c1ccc2c(=O)n(CCOC)c(=O)[nH]c2c1	99	7	-2.3	-2	19	1	-3	nt	15	91
Cn1c(=O)n(C)c2cc(S(=O)(=O)O)ccc21	97	-5	-0.8	3	-3	nt	7	16	8	87
CCOC(=O)c1c(-c2ccccc2)csc1NC(=O)CSc1ccccc1	87	3	0.1	8	-37	-3	-2	nt	16	95
Cc1nc(SCC(=O)c2ccccc2)c(C#N)c(-c2ccco2)c1C(=O)NCc1ccco1	57	-19	-5.3	4	-26	0	3	-1	2	43
CCOc1ccc2[nH]c(=O)c(CN(CC3CCCN3CC)C(=O)NCc3ccccc3)cc2c1 (centres undefined)	81	-22	-3.4	1	-12	0	-9	2	25*	73
Cc1cc2n(n1)C(c1ccc3c(c1)OCO3)Nc1ccccc1-2 (centres undefined)	95	-18	-1.3	-2	-50	0	10	12	3	96
CN(CC(=O)Nc1ccc(S(=O)(=O)N2CCCC2)cc1)Cc1cccc(Cl)c1Cl	92	2	-0.2	2	-12	nt	2	nt	22	85
COc1ccc(/C=C/C(=O)NC(C)C)cc1Br	98	-8	0.9	1	-13	0	-7	-19	10	96
Cc1[nH]c(=O)[nH]c(=O)c1NC(=O)c1cccs1	74	-9	-0.4	1	-35	9	2	-22	25*	73
Cc1cccc(N(CC(O)CN(C)C)S(=O)(=O)c2ccccc2)c1 (centres undefined)	98	-1	-3.3	1	-28	-4	-14	9	9	91
Cc1nnc(SCC(=O)Nc2nccs2)[nH]c1=O	97	-9	-0.1	3	-65	nt	0	nt	3	86
Cc1ccc2nc(N3CCN(Cc4nnnn4Cc4ccccc4)CC3)c(C#N)cc2c1	104	-1	0.0	7	-44	1	13	15	3	103
Cc1ccc(-c2nn(CC(=O)Nc3cccnc3)c(=O)c3ccccc23)cc1	74	-5	-3.6	1	-11	0	-16	8	4	82
CC1(C)Cc2c(sc3nc(NCCN4CCOCC4)n4ncnc4c23)CO1	98	-8	-1.0	2	-53	-1	3	9	13	99
O=C(CN1CCC(Cc2ccccc2)CC1)Nc1ccc2c(c1)OCCO2	79	-4	-1.7	7	-13	-1	-2	53	5	93
Cc1cc(C)n(CCOc2nonc2N)n1	80	-2	-2.9	3	-2	1	2	-29	13	94
COc1ccc(-n2c(SCC3CNC(=O)O3)nnc2-c2ccc(Cl)cc2)cc1 (centres undefined)	88	-2	-2.6	2	-2	-7	-2	6	26	102
COC(=O)c1cc(C#N)c(Oc2ccc(F)cc2)nc1C	98	-27	-1.8	2	5	4	1	-42	43	91
COCc1cc(C)nc(N2CCN(c3ccccc3)CC2)c1C#N	98	nt	-0.3	2	-36	0	1	24	20	97
O=C(NNS(=O)(=O)c1ccc(Br)cc1)NC1CCCCC1	89	5	-3.1	0	-5	-1	-5	nt	17	87
O=C(O)CCN1C(=O)CC2(CCCCC2)C1=O	101	-2	-1.4	-1	-20	-3	5	-21	12	102
COc1ccc(C(C)NC(=O)C2C(=O)NC3(C)CC2c2ccccc2O3)cc1 (centres undefined)	85	-8	-2.7	1	-30	0	5	-2	4	85
CC1CC(C)CN(S(=O)(=O)c2ccc(NC(=O)C3COc4ccccc4O3)cc2)C1 (centres undefined)	64	-2	-4.5	16	-56	nt	-12	-5	22	75
COc1ccc(C2C3=C(OC(C)=O)c4ccccc4C3=Nc3c2c(=O)n(C)c(=O)n3C)cc1 (centres undefined)	105	-6	-0.1	6	-57	0	5	1	11	97
CCCC(C)C(=O)OCC(=O)Nc1c(Br)cc(C)cc1Br (centres undefined)	100	14	-0.3	4	-51	-4	10	nt	6	96
O=[N+]([O-])c1ccc(N2CCN(S(=O)(=O)c3ccccc3)CC2)cc1NCc1cccnc1	72	-14	0.0	0	-80	0	-26	-23	4	79
CSC(=NC#N)N1CCN(c2ccccc2)CC1	88	-16	-5.0	2	-32	0	-12	-27	3	80
Cc1cc(OCCN2CCCCCC2)ccc1[N+](=O)[O-]	93	6	1.0	5	12	-8	7	nt	9	99
Fc1ccc(NCc2cccnc2)cc1F	97	-7	-1.6	4	-32	nt	-3	-9	4	98
O=C(CCCC(=O)NC1CCCC1)NC1CCCC1	92	5	-1.4	4	-14	-4	22	nt	3	97
CCOC(=O)c1ccc(NC(=O)N2CCN(C3CCCCC3)CC2)cc1	82	-2	-2.1	4	-14	-4	-5	31	26	86
CCCCC(=O)NC(=S)Nc1ccc(S(=O)(=O)N2CCCC2)cc1	91	0	-2.6	3	-7	-1	7	nt	8	83
O=C(c1cccc2ccccc12)N1CCN(c2ccc([N+](=O)[O-])c(NCc3ccco3)c2)CC1	85	0	-2.8	1	-32	-12	4	nt	18	85
Cc1ccccc1Nc1nc(-c2sc(NC(=O)c3ccccc3)nc2C)cs1	88	-14	-3.7	0	-21	-1	0	-19	16	92
O=C(CCc1nc(-c2ccccc2)no1)NC1CCCCC1	93	-11	-2.4	3	-8	0	2	11	19	85
COc1cc(C2Nc3ccccc3C(=O)N2c2ccc(Cl)cc2)c(Cl)cc1OCC(=O)O (centres undefined)	101	-6	0.9	4	-42	-1	-7	1	5	91
O=C(OCCN1C(=O)c2ccccc2C1=O)C1CCN(S(=O)(=O)c2cccs2)CC1	104	-5	-1.5	3	-4	0	-2	nt	23	114
CCOC(=O)C1CCCN(C(=O)c2ccc(C)c([N+](=O)[O-])c2)C1 (centres undefined)	97	-1	-1.5	2	-8	-3	4	6	1	100

Next part.
Compound	HCT116 bCat-KO	Yeast lifespan up	MRP1 act	NPY-Y2 antag	Yeast growth inh	Phagocytosis inh	GALR2 blocker	E-sel TNF inh	Measles CPE	PTEN del growth
CCc1ccc2nc3sc(C(=O)Nc4nnc(CC)s4)c(N)c3cc2c1	85	0	-0.1	-2	-36	nt	-4	0	1	89
CCOC(=O)c1c(C)[nH]c(C(=O)COC(=O)[C@H](C)NC(=O)c2ccccc2Cl)c1C	91	-4	2.4	2	-35	-11	5	nt	7	100
CC(C)c1ccccc1OCCNS(C)(=O)=O	101	-17	-0.1	3	-32	0	7	-15	6	101
CC(=O)Nc1ccc(Sc2ncccc2C(=O)Nc2cc(Cl)cc(Cl)c2)cn1	86	-11	-6.2	-2	-42	0	-1	-34	12	76
CN(C)S(=O)(=O)c1ccc(NC(=O)CSc2nc3ccccc3n2-c2ccccc2)cc1	68	11	-3.4	5	-52	-9	-8	2	2	62
Cc1cccc(Nc2ccccc2C(=O)OCC(=O)N(C)C2CCS(=O)(=O)C2)c1C (centres undefined)	55	-12	-1.4	2	1	nt	2	-23	19	52
CCOc1cc(C2C(C#N)=C(N)Oc3n[nH]c(C)c32)ccc1OCCN1CCOCC1 (centres undefined)	100	-20	-1.4	-1	-45	0	-3	8	5	98
CC/C(=N\NC(=O)CSCc1ccccc1Br)c1ccc2c(c1)OCCO2	105	-2	-0.4	4	-64	nt	3	-68	5	94
CC(=O)Nc1ccc2nc(N)sc2c1	94	nt	-4.2	2	-20	nt	-3	4	5	102
N#Cc1nc(Cc2ccccc2)oc1NCc1ccccc1Cl	85	3	-2.6	6	-19	3	-14	nt	15	93
